High-throughput results from PubChem.
WT yeast gro inh – growth inhibition of WT yeast, mitochondrial fusion screen. mitochondrial fusion phenotypic screen, WT strain. inhibition, % at 10 µM. 190,000 compounds, 2.1% hits; in the data active = inhibition above about 58%; tested in S. cerevisiae
NS5 inhibitors – flavivirus cap methylation enzyme inhibition – biochemical, confirmation dose response, primary screen (AID 588689); Dengue-2 NS5 methyltransferase capping enzyme assay, biochemical; higher % means a stronger effect; one-dose inhibition, % at 25 µM; IC50 in µM for titrated hits; 340,000 compounds, 0.3% hits; in the data active = a potency from the dose series; inconclusive = inhibition above about 29% without an active follow-up result
Yfh1-off respiration – enhancers of respiration in Yfh1-depleted yeast, dose response, Friedreich's ataxia, plus single-dose screen (AID 1465) | S. cerevisiae Yfh1-off respiration, WST-1 reduction, 72 h; higher fold induction means a stronger effect | fold induction at 50 µM; hits with a dose series show EC50 in µM | 220,000 compounds, 0.074% hits;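 active = fold induction of absorbance versus untreated yeast above a set limit, then at least 30% activation at any dose in follow-up; inconclusive = repeats straddling the limit, or above it without dose testing; inactive = fold induction below the set limit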;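 note: activators that raise dye reduction in frataxin-depleted yeast; strong numbers were not always called active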
West Nile antiviral – inhibition of WNV-induced cytopathic effect – cell-based, CPE readout (AID 1621) | one-dose CPE inhibition, % at 10 µM; IC50 in µM for titrated hits | 290,000 compounds, 0.02% hits | West Nile virus-infected cells, CPE inhibition; higher % means a stronger effect; in the data active = a potency from the dose series; inconclusive = CPE inhibition mostly from about 3.7% at the one dose, without a potency; inactive = the rest, 99 in 100 with CPE inhibition below about 2.2%; note: strong numbers were not always called active
K1F lysis inhibition – inhibition of K1F phage lysis, E. coli UTI89, bacterial capsule biogenesis inhibitors, alamar blue (AID 488966). E. coli UTI89 K1F phage lysis, alamar blue, 2 h; higher % means a stronger effect. inhibition, % at 100 µM, or IC50 in µM where a hit was titrated. 340,000 compounds, 0.02% hits;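 active = phage lysis inhibition, versus mean bacterial control, above a set limit; inconclusive = no clear call, values can overlap the other calls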;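 note: capsule biogenesis inhibitors block K1F phage lysis so surviving cells raise fluorescence; higher fluorescence means more inhibition of phage lysis; actives were called in the ten point dose series up to 300 µM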
RSV CPE inhibition – RSV antiviral activity via CPE protection, HEp-2 cells, primary 10 µM value included (AID 2391). HEp-2 cells, RSV-induced CPE inhibition; higher % means a stronger effect. CPE inhibition, % at 10 µM, or IC50 in µM where a hit was titrated. 310,000 compounds, 0.13% hits; in the data active = a potency from the dose series; inconclusive = CPE inhibition mostly from about 23% at the one dose, without a potency; inactive = the rest, 99 in 100 with CPE inhibition below about 21%; note: strong numbers were not always called active
SV40 large T antigen – SV40 large T antigen inhibitors, biochemical (AID 1903); SV40 large T antigen ATPase/helicase inhibition assay; higher % means a stronger effect; inhibition, % at 20 µM; hits with a dose series show IC50 in µM; 310,000 compounds, 0.39% hits; in the data active = a potency from the dose series; inconclusive = inhibition mostly from about 32% at the one dose, without a potency; inactive = the rest, 99 in 100 with inhibition below about 32%; note: strong numbers were not always called active
XIAP displacement – small molecules displacing peptide from XIAP – biochemical, IAP family, fluorescence polarization (AID 1018) | XIAP BIR domain, fluorescence polarization peptide displacement; higher % means a stronger effect | displacement, % at 20 µM; hits with a dose series show IC50 in µM | 200,000 compounds, 0.007% hits; in the data active = displacement above about 50%; note: a part of the inactive calls stands beside numbers as strong as those of hits
ER stress rescue – rescue of cells from ER stress-induced death, primary screen, 384-well, CSM14.1, thapsigargin, ATP luminescence (AID 1222). CSM14.1 thapsigargin-induced death rescue, ATP luminescence; higher % means a stronger effect. 190,000 tested, under 10 active. cellular ATP content (survival), % at 20 µM; hits with a dose series show EC50 in µM;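 active = EC50 below 50 µM in the dose-response confirmation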;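 note: death triggered by thapsigargin at about 15 µM added after 2 h compound pretreatment; cell ATP read after overnight thapsigargin exposure of roughly 18 to 22 hours; normalized against plate controls of thapsigargin alone and 5% DMSO vehicle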
WT yeast gro inh mutant strain – further read-out of WT yeast gro inh, marked with its call; inhibition, %; mitochondrial fusion phenotypic screen, mutant strain inhibition
NS5 inhibitors pilot replicate – second read-out of NS5 inhibitors, no call of its own (marks repeat the call); inhibition, %; measured here: pilot screen replicate inhibition
* = called active by the depositor; [ ] = another dose, or the depositor's remark.

Screening CC(C)NC(=O)c1onc(CSc2cccc(Cl)c2)c1C(=O)O returned WT yeast gro inh 16, NS5 inhibitors 0%, Yfh1-off respiration inactive, West Nile antiviral 0.0%, K1F lysis inhibition -0.5%, RSV CPE inhibition 0.3%, SV40 large T antigen 9%, XIAP displacement -2.2%, ER stress rescue 2.3% and WT yeast gro inh mutant strain 17.
Screening Cc1cc(C(=O)CSc2nc3ccc(Cl)cc3[nH]2)c(C)n1C returned WT yeast gro inh -40, NS5 inhibitors -8%, Yfh1-off respiration inactive, West Nile antiviral 0.0%, K1F lysis inhibition 0.8%, RSV CPE inhibition 8.6%, SV40 large T antigen 2%, XIAP displacement -3.5%, ER stress rescue -1.4% and WT yeast gro inh mutant strain -63.
For CCOC(=O)CSC1=C(C#N)C(c2ccc(OC)cc2)C2=C(CC(C)(C)CC2=O)N1 (stereo not drawn) the results were WT yeast gro inh 24, NS5 inhibitors -4%, Yfh1-off respiration inactive, West Nile antiviral -0.8%, K1F lysis inhibition -2.5%, RSV CPE inhibition 1.7%, SV40 large T antigen -6%, XIAP displacement -4.4%, ER stress rescue 0.3% and WT yeast gro inh mutant strain 10.
`CCCn1c(C(Cc2ccccc2)NC(=O)COC)nc2ccccc21` (stereo not drawn) gave WT yeast gro inh 7, NS5 inhibitors -3%, Yfh1-off respiration inactive, West Nile antiviral -0.5%, K1F lysis inhibition -1.9%, RSV CPE inhibition 1.1%, SV40 large T antigen 8%, XIAP displacement -5.0%, ER stress rescue -1.7% and WT yeast gro inh mutant strain 11.
For OCCN(CC#CC(O)(c1ccccc1)C1CCCCC1)CCO (stereo not drawn) the results were NS5 inhibitors -3%, West Nile antiviral -0.7%, K1F lysis inhibition 3.3%, RSV CPE inhibition -0.3% and SV40 large T antigen 2%.
Screening CC(C)(C)SCCNC(=O)CN1C(=O)c2cccc3cccc1c23 returned NS5 inhibitors -1%, West Nile antiviral -0.7%, K1F lysis inhibition 0.0%, RSV CPE inhibition 0.8% and SV40 large T antigen 4%.
Screening COc1ccccc1-c1ccc(SCc2cccc(C)c2)nn1 returned WT yeast gro inh 68*, NS5 inhibitors -1%, Yfh1-off respiration inactive, West Nile antiviral -1.8%, K1F lysis inhibition 0.3%, RSV CPE inhibition inconclusive, SV40 large T antigen -3%, XIAP displacement -1.5% and WT yeast gro inh mutant strain 22*.
`O=C(O)c1ccc(Cn2cnc3scc(-c4ccccc4)c3c2=O)cc1` gave WT yeast gro inh 5, NS5 inhibitors -2%, Yfh1-off respiration inactive, West Nile antiviral 1.1%, K1F lysis inhibition -0.4%, RSV CPE inhibition 1.2%, SV40 large T antigen 9%, XIAP displacement 0.4%, ER stress rescue 0.1% and WT yeast gro inh mutant strain -10.
Cc1ccc(C(=O)N2CCN(c3ccc(NC(=S)NC(=O)Cc4ccccc4)cc3)CC2)cc1 was read as WT yeast gro inh -5, NS5 inhibitors 7%, Yfh1-off respiration inactive, West Nile antiviral 2.8%, K1F lysis inhibition 1.4%, RSV CPE inhibition 2.5%, SV40 large T antigen 4%, XIAP displacement -4.4%, ER stress rescue -1.2% and WT yeast gro inh mutant strain -2.
`CCCCNC(=O)CCC(=O)Nc1ccc2nc(N3CCCCC3)cc(C)c2c1` gave WT yeast gro inh 3, NS5 inhibitors 2%, Yfh1-off respiration inactive, West Nile antiviral -0.2%, K1F lysis inhibition 1.0%[50 µM], RSV CPE inhibition -0.2%, SV40 large T antigen 9%, XIAP displacement 2.0%, ER stress rescue -0.9% and WT yeast gro inh mutant strain 11.
C=CCn1c(SCCN2CCOCC2)nc2c1c(=O)[nH]c(=O)n2C was read as WT yeast gro inh 4, NS5 inhibitors 1%, Yfh1-off respiration inactive, West Nile antiviral 0.6%, K1F lysis inhibition 1.2%, RSV CPE inhibition 1.4%, SV40 large T antigen 1%, XIAP displacement -7.4%, ER stress rescue -1.2% and WT yeast gro inh mutant strain -9.
CCN(Cc1ccncc1)C(=S)NCc1ccccc1 was read as WT yeast gro inh -4, NS5 inhibitors -4%, Yfh1-off respiration inactive, West Nile antiviral -1.3%, K1F lysis inhibition 0.3%, RSV CPE inhibition 0.0%, SV40 large T antigen -8%, XIAP displacement -4.2%, ER stress rescue -0.5% and WT yeast gro inh mutant strain 14.

Continued, starting with the last 3 of the part before.
`CCCCNC(=O)CCC(=O)Nc1ccc2nc(N3CCCCC3)cc(C)c2c1` gave WT yeast gro inh 3, NS5 inhibitors 2%, Yfh1-off respiration inactive, West Nile antiviral -0.2%, K1F lysis inhibition 1.0%[50 µM], RSV CPE inhibition -0.2%, SV40 large T antigen 9%, XIAP displacement 2.0%, ER stress rescue -0.9% and WT yeast gro inh mutant strain 11.
C=CCn1c(SCCN2CCOCC2)nc2c1c(=O)[nH]c(=O)n2C was read as WT yeast gro inh 4, NS5 inhibitors 1%, Yfh1-off respiration inactive, West Nile antiviral 0.6%, K1F lysis inhibition 1.2%, RSV CPE inhibition 1.4%, SV40 large T antigen 1%, XIAP displacement -7.4%, ER stress rescue -1.2% and WT yeast gro inh mutant strain -9.
CCN(Cc1ccncc1)C(=S)NCc1ccccc1 was read as WT yeast gro inh -4, NS5 inhibitors -4%, Yfh1-off respiration inactive, West Nile antiviral -1.3%, K1F lysis inhibition 0.3%, RSV CPE inhibition 0.0%, SV40 large T antigen -8%, XIAP displacement -4.2%, ER stress rescue -0.5% and WT yeast gro inh mutant strain 14.
Screening COc1ccc(CN(C(=O)CN2C(=O)C(C)Oc3ccccc32)C2CCCC2)c(OC)c1 (stereo not drawn) returned WT yeast gro inh 10, NS5 inhibitors -5%, Yfh1-off respiration inactive, West Nile antiviral 0.9%, K1F lysis inhibition 1.6%, SV40 large T antigen 0%, XIAP displacement -3.4%, ER stress rescue -0.4% and WT yeast gro inh mutant strain -3.
Screening O=C(O)C1c2ccccc2C(=O)N(Cc2ccc(F)cc2)C1c1ccncc1 (stereo not drawn) returned Yfh1-off respiration inactive, West Nile antiviral 0.4%, RSV CPE inhibition 4.4% and SV40 large T antigen 6%.
Screening C[N+](C)(C)CCOc1ccc([N+](=O)[O-])cc1 returned WT yeast gro inh 2, NS5 inhibitors -5%, Yfh1-off respiration inactive, West Nile antiviral -0.2%, K1F lysis inhibition 0.1%, RSV CPE inhibition 3.8%, SV40 large T antigen 7%, XIAP displacement -8.9%, ER stress rescue -0.8% and WT yeast gro inh mutant strain -1.
`COc1cc2c(cc1OC)CN(CC(=O)Nc1ccc(C)c(C)c1)CC2` gave NS5 inhibitors 5%, West Nile antiviral -1.7%, K1F lysis inhibition 1.4%[50 µM], RSV CPE inhibition 1.5% and SV40 large T antigen 6%.
COc1ccc(-c2cc(OC)c3c(C)oc(C)c3c(=O)c2)cc1OC was read as WT yeast gro inh 7, NS5 inhibitors 7%, Yfh1-off respiration inactive, West Nile antiviral 0.1%, K1F lysis inhibition 0.1%, RSV CPE inhibition 2.0%, SV40 large T antigen 9%, XIAP displacement -9.1%, ER stress rescue 1.5% and WT yeast gro inh mutant strain 13.
Screening COc1ccc(N2CCN(S(=O)(=O)c3cc4c5c(c3)C(C)C(=O)N5CCC4)CC2)cc1 (stereo not drawn) returned NS5 inhibitors 0%, K1F lysis inhibition 1.3%[50 µM], RSV CPE inhibition 2.0% and SV40 large T antigen 9%.
Screening Cc1n[nH]c(C)c1CCC(=O)N/N=C/c1cccs1 returned Yfh1-off respiration inactive, West Nile antiviral inconclusive, RSV CPE inhibition 0.9% and SV40 large T antigen 3%.
`O=c1[nH]cc(C(F)(F)F)cc1NS(=O)(=O)c1ccc([N+](=O)[O-])cc1` gave WT yeast gro inh -10, NS5 inhibitors 4%, Yfh1-off respiration inactive, West Nile antiviral -0.2%, K1F lysis inhibition 0.0%, RSV CPE inhibition 1.8%, SV40 large T antigen 9%, XIAP displacement -4.3%, ER stress rescue -0.2% and WT yeast gro inh mutant strain 11.
`N#Cc1cccc(C#N)c1Oc1ccc(S(=O)(=O)Nc2ccc(Cl)cc2)cc1` gave NS5 inhibitors -4%, Yfh1-off respiration inactive, West Nile antiviral -1.7%, K1F lysis inhibition 0.1% and SV40 large T antigen 7%.
CC1CCCN(S(=O)(=O)c2ccc(NC(=O)CNC3CCCC3)cc2)C1 (stereo not drawn) was read as NS5 inhibitors -2%, West Nile antiviral -0.6%, K1F lysis inhibition 0.6%, RSV CPE inhibition 5.2% and SV40 large T antigen 4%.
Screening CC(NC(=O)c1cccs1)c1n[nH]c(=S)n1C (stereo not drawn) returned WT yeast gro inh -6, NS5 inhibitors -6%, Yfh1-off respiration inactive, West Nile antiviral 0.5%, K1F lysis inhibition 0.2%, RSV CPE inhibition 1.1%, SV40 large T antigen 11%, XIAP displacement -3.1%, ER stress rescue 0.8% and WT yeast gro inh mutant strain -10.
O=C(Nc1ccc(F)c(Cl)c1)Nc1ccc(Cl)cn1 was read as WT yeast gro inh -7, NS5 inhibitors 1%, Yfh1-off respiration inactive, West Nile antiviral 10%, K1F lysis inhibition 0.2%, RSV CPE inhibition 2.1%, SV40 large T antigen 2%, XIAP displacement -0.2%, ER stress rescue 0.3% and WT yeast gro inh mutant strain -19.
Screening CC(C)CC(C(=O)NCC1CCCO1)N(C(=O)Cn1nnc(-c2ccc(F)cc2)n1)c1ccccc1F (stereo not drawn) returned WT yeast gro inh 15, NS5 inhibitors 0%, Yfh1-off respiration inactive, West Nile antiviral -0.6%, K1F lysis inhibition -0.1%, RSV CPE inhibition 0.3%, SV40 large T antigen 11%, XIAP displacement -5.3%, ER stress rescue 13%, WT yeast gro inh mutant strain 14 and NS5 inhibitors pilot replicate 2.4.
CCc1nc(SCC(=O)Nc2ccc(F)cc2)c2c(=O)n(C)c(=O)n(C)c2n1 was read as NS5 inhibitors -2%, West Nile antiviral inconclusive, K1F lysis inhibition 0.2%, RSV CPE inhibition 3.6% and SV40 large T antigen 14%.
Screening Cc1ccccc1N1CCN(C2CCCN(C(=O)CN3CCCC3=O)C2)CC1 (stereo not drawn) returned NS5 inhibitors -12%, West Nile antiviral -0.7%, K1F lysis inhibition 0.9%[50 µM], RSV CPE inhibition 1.8% and SV40 large T antigen 10%.
Screening Cc1ccc(-c2nn(-c3ccccc3)cc2/C=N/NC(=O)c2ccncc2)o1 returned WT yeast gro inh 32, NS5 inhibitors -11%, Yfh1-off respiration inactive, West Nile antiviral -1.2%, K1F lysis inhibition -0.4%, RSV CPE inhibition 7.5%, SV40 large T antigen 6%, XIAP displacement -6.8%, ER stress rescue 0.5% and WT yeast gro inh mutant strain 2.
For CCC(=O)Nc1cccc(-c2csc(-c3ccccc3)n2)c1 the results were WT yeast gro inh 50, NS5 inhibitors -3%, Yfh1-off respiration inactive, West Nile antiviral -1.6%, K1F lysis inhibition 1.5%, RSV CPE inhibition 51%, SV40 large T antigen 9%, XIAP displacement -7.4%, ER stress rescue -1.5% and WT yeast gro inh mutant strain 44.
